MsrA inh: inhibitors of bovine MsrA; inhibition, % at 15.5 µM; purified bovine MsrA, absorbance read-out; 0.75% of 360,000 active; in the data active = inhibition above about 4.5%;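 note: 0% = vehicle wells with enzyme and 100% = reference inhibitor wells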
STEP inh: inhibitors of human striatal-enriched phosphatase STEP. P54829. recombinant STEP, OMFP fluorogenic substrate, fluorescence. inhibition, % at 20 µM. 0.25% of 360,000 active. AID 588621;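 active = inhibition at 20 µM, scaled per plate between control wells, above about 37%, limit read from the data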;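 note: 0% = DMSO with enzyme and substrate and 100% = substrate only without enzyme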
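material = STEP tyrosine phosphatase | reagent = fluorogenic phosphatase substrate OMFP at 25 µM final | doses = single compound dose of 20 µM, 1% DMSO final | schedule = 20 min reaction, room temperature, in the dark | measured by = fluorescence, 480/540 nm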
Scp1 inh: blocks human Scp-1 phosphatase activity | Q9GZU7 | Recombinant Scp1, phosphopeptide, malachite green phosphate absorbance | inhibition, % at 20 µM | 0.88% of 340,000 active | AID 493091;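 active = inhibition above about 50% at 20 µM, limit read from the data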;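 note: plate controls were DMSO wells with enzyme for no effect and wells lacking enzyme for full effect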
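Material – SCP-1 phosphatase catalytic domain, residues 76-261 · Buffer or medium – Acidic Tris acetate buffer with magnesium and detergent · Also added – Phospho 17-mer peptide substrate · Compound – single 20 µM dose, 1% DMSO · Times – 45 min room-temperature reaction, 5 min colour, 30 min stabiliser · Technique – Phosphate-binding colour reagent, absorbance read at 630 nm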
LMPTP inh: blocks human LMPTP phosphatase; AID 651560; 0.22% of 360,000 active; inhibition, % at 20 µM; recombinant LMPTP-A, OMFP fluorogenic substrate, fluorescence intensity; P24666;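 active = compounds that cut the enzyme signal by at least half of the control window in the single-dose screen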;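 note: plate controls were DMSO wells with enzyme plus substrate for no effect and substrate without enzyme for full effect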
Target sequence (P24666 whole entry, looked up): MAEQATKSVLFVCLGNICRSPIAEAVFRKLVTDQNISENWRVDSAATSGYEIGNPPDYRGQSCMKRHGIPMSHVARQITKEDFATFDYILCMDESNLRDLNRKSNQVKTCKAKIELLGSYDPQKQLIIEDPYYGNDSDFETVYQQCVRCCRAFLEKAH
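Material: LMPTP-A; amount: 0.625 nM enzyme; doses: single 20 µM dose; times: reaction 50 min, room temperature, dark; technique: fluorescence intensity of OMFP turnover product; benchmarks: no-enzyme and uninhibited controls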
CendR NRP1 mod: alters CendR peptide binding to human NRP-1; O14786; AID 602438; 0.85% of 360,000 active; inhibition, % at 25 µM; FAM-RPARPAR peptide binding to NRP-1, fluorescence polarization;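 active = inhibition or corrected inhibition above about 18%, plus a signal ratio from 0.5 to 1.5, limit read from the data, passing the limit was not always enough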; note: strong numbers were not always called active
Target sequence (O14786 whole entry, looked up): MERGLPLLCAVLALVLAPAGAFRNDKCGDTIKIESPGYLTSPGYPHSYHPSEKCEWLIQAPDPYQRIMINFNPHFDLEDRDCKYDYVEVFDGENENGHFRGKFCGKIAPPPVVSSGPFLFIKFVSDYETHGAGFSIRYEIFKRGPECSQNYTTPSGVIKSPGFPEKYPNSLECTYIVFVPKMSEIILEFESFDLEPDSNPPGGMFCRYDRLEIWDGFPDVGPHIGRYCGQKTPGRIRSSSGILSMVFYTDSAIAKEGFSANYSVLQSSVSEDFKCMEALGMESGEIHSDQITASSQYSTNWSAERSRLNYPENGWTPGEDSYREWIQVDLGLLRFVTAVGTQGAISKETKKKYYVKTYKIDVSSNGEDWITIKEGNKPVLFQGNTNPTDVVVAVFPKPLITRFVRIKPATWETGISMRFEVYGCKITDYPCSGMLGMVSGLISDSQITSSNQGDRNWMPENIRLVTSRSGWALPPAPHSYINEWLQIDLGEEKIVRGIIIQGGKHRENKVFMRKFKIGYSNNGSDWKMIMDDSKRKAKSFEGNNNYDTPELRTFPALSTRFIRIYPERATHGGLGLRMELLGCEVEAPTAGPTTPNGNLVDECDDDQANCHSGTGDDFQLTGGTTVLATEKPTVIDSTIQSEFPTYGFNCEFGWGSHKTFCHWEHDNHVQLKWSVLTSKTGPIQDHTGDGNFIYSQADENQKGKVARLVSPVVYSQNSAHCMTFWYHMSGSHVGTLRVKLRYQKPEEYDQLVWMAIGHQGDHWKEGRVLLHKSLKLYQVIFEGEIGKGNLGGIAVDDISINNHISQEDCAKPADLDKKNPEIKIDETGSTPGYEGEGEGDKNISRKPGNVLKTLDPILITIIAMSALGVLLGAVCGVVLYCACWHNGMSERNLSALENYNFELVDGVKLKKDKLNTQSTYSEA
DNMT1 inh: DNMT1 (human) enzyme inhibition | DNMT1 molecular beacon, Hinp1I cleavage, fluorescence | 0.83% of 360,000 active | P26358 | AID 588458 | inhibition (reported as % activation of signal), % at 10 µM; in the data active = inhibition above about 50%
MsrA act: activates bovine MsrA enzyme. purified bovine MsrA, absorbance read-out. activation, % at 10.6 µM. 0.3% of 360,000 active. AID 602163; in the data active = activation above about 7.5%;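 note: 0% = vehicle and 100% = reference activator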
eLon inh: inhibits E. coli Lon protease; inhibition, % at 7.94 µM; purified E. coli Lon protease, fluorescence polarization; 0.42% of 360,000 active; AID 602123; in the data active = inhibition above about 13%, passing the limit was not always enough;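 note: 0% = enzyme with probe and DMSO and 100% = no enzyme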
SUMO1-SIM PPI: alters human SUMO1 binding to SIM partners. P63165. 0.33% of 360,000 active. AID 602429. SUMO1 binding to a labelled peptide, TR-FRET, 1 h. inhibition, % at 20 µM; in the data active = inhibition above about 37%
Tb MetRS inh: Trypanosoma brucei MetRS inhibition. inhibition, % at 11.9 µM. purified T. brucei MetRS, ATP depletion, Kinase-Glo luminescence. 0.4% of 360,000 active. AID 624268;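 active = inhibition above a per-plate cutoff of the control wells' mean inhibition plus 3 SD, cut at about 5.5% in these data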;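 note: 0% = DMSO wells median and 100% = median of wells with control inhibitor compound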
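Material: parasite MetRS enzyme / Replication: singlicate, one well per compound / Signal: luminescence of leftover ATP / Schedule: 2 h aminoacylation at 25 °C after 15 min preincubation / Medium: HEPES-MgCl2-KCl buffer plus DTT, spermine, BSA, pyrophosphatase / Doses: 11.9 µM single point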
* hit, by the source's call; · = not tested or not shown.

Sequence of screens – MsrA inh	eLon inh	Scp1 inh	STEP inh	Tb MetRS inh	LMPTP inh	MsrA act	DNMT1 inh	SUMO1-SIM PPI	CendR NRP1 mod
#1 CCOC(=O)CCNC(=O)CNC(=O)OCc1ccccc1
  -0.2	-3	-7	0	-0.6	-1.4	-1	3	0	14
#2 CCN(Cc1nc2cc(Cl)ccc2c(=O)[nH]1)C(=O)c1cccc(OCc2c(C)noc2C)c1
  0.5	-9	-8	-1	0.1	1.3	1	-3	7	-5
#3 O=C(Cc1ncc(C(F)(F)F)cc1Cl)Nc1ccc(F)cc1
  -0.2	0	-7	-5	0.2	-1.5	6	1	-1	-13
#4 O=[N+]([O-])c1ccc(Cl)c(S(=O)(=O)Nc2ccc(-c3ccc(N4CCCC4)nn3)cc2)c1
  0.0	-6	3	4	-0.4	8.6	1	8	-18	-3
#5 O=C1Nc2ccccc2C12OCCCCO2
  -1.8	-3	-5	-4	-0.2	-0.4	-2	-1	2	14
#6 Cc1ccc2c(c1)nnn2C1CCN(CC(=O)N2c3ccccc3CC2C)CC1 (centres undefined)
  -0.7	-16	-3	-2	-0.9	-0.9	-6	-9	0	-2
#7 O=Cc1c(NCc2ccccc2F)c2ccccc2[nH]c1=O
  0.3	1	-10	0	0.1	0.7	-1	8	2	7
#8 CCCNS(=O)(=O)c1ccc(CCC(=O)NCc2cccnc2)cc1
  0.1	5	9	0	-1.7	-0.7	-5	2	-3	-14
#9 CC(=O)Nc1ccc(C(=O)NNS(=O)(=O)c2ccc(C)cc2)cc1
  -0.4	7	-9	2	-0.9	-0.5	-7	2	-1	3
#10 CN(c1ccc([N+](=O)[O-])cc1C(=O)Nc1ccccc1)C1CCCCC1
  ·	10	1	0	-0.3	3.9	-1	0	-19	-7
#11 c1ccc(-c2ccc(-c3csnn3)cc2)cc1
  0.7	0	-7	-3	-0.9	-0.8	-3	6	2	-13
#12 COc1cc(C2OC(=O)C3C(c4ccc(OC(C)=O)c(OC)c4)OC(=O)C23)ccc1OC(C)=O (centres undefined)
  0.7	1	-1	0	-1.1	-1.2	-5	0	-2	-3
#13 CCOC(=O)C(=O)NCC1CCCN1S(=O)(=O)c1cccs1 (centres undefined)
  -0.7	3	·	-2	-0.2	-0.5	-2	-2	-1	3
#14 CC(C)NCC(O)COCCOc1ccc(Br)cc1 (centres undefined)
  -0.3	-9	4	-7	0.0	-2.7	-4	2	-1	4
#15 C#CCOCCOCCOCCNc1nc(N2CCOCC2)nc(N2CCN(C(=O)CCCCCCCCCCNC(=O)[C@H](CO)n3cc(CCCSC)nn3)CC2)n1
  -1.1	-3	-5	0	-0.3	-0.5	2	-11	5	13
#16 CCOc1cc(C(=O)Nc2cc3c(cc2N2CCCC2)n(C)c(=O)n3C)cc(OCC)c1OCC
  2.4	-7	3	0	0.4	0.1	-6	-1	6	6
#17 COC(=O)c1cc(-c2c[nH]c3ccccc23)n[nH]1
  1.2	-1	-3	-1	-1.3	0.4	-8	-4	3	-15
#18 O=C(Nc1ccccc1C(=O)Nc1ccncc1)c1cccc([N+](=O)[O-])c1
  -0.9	-20	-5	3	-0.1	0.4	-2	-1	-32	15
#19 CCC(C(=O)N1CCN(c2ccccn2)CC1)n1nc(C)n2c(cc3occc32)c1=O (centres undefined)
  0.7	-7	-3	4	-1.0	-0.1	-4	2	-1	-6
#20 CCOC(=O)N1CCN(C(=O)C(CC)n2nc(C)c3sc4ccccc4c3c2=O)CC1 (centres undefined)
  0.3	5	3	-1	0.3	0.6	1	1	0	6
#21 CN(C)C(=O)c1ccc(NC(=O)c2ccccc2Sc2ccccc2C#N)cc1
  -0.2	-4	-3	2	-0.3	-0.8	0	-2	-2	9
#22 O=C(O)CCc1ccc(-c2ccc(Br)cc2)n1CC(=O)O
  0.8	-15	21	0	-0.4	0.3	-8	38	1	-28
#23 Cc1c(C(=O)Nc2ccc(Cl)cc2)c2ccccn2c1CCc1ccncc1
  4.1	-8	-1	1	-0.2	2.5	0	-10	7	-13
#24 Cc1ccc(Nc2nc(N3CCOCC3)nc(N3CCOCC3)n2)cc1Cl
  1.1	5	-3	-1	0.5	1.0	-6	-5	0	14
#25 CC(=O)c1ccc(S(=O)(=O)N(C)CC(=O)N2CCCCCC2)cc1
  0.5	-2	-10	-4	-0.3	0.4	-2	1	-2	10
#26 CN1C(=O)c2ccc(C(=O)Nc3nccs3)cc2C1=O
  1.0	-2	-4	-2	-0.4	0.5	-3	3	-21	1
#27 COc1ccc(S(=O)(=O)Nc2ccc(Cl)cn2)c(C)c1C
  -0.5	-12	-8	-1	-0.6	1.1	3	6	2	-3
#28 Cc1ccc(C)c(N2CCN(C(=O)c3ccc(NS(=O)(=O)c4c(C)noc4C)cc3)CC2)c1
  1.2	-5	-5	-2	-0.4	1.4	-4	-2	1	8
#29 CC(C)=NOCC(=O)Nn1c(COc2c(C)cccc2C)nc2ccccc2c1=O
  0.8	6	-3	0	-0.6	-0.4	-2	2	4	5
#30 O=C1Cc2ccccc2C(c2c(Cl)cccc2Cl)N1 (centres undefined)
  -0.4	-4	-4	1	2.3	-1.6	-4	-3	2	-13

The last 3 compounds of the part above open the next one.
Sequence of screens – MsrA inh	eLon inh	Scp1 inh	STEP inh	Tb MetRS inh	LMPTP inh	MsrA act	DNMT1 inh	SUMO1-SIM PPI	CendR NRP1 mod
#28 Cc1ccc(C)c(N2CCN(C(=O)c3ccc(NS(=O)(=O)c4c(C)noc4C)cc3)CC2)c1
  1.2	-5	-5	-2	-0.4	1.4	-4	-2	1	8
#29 CC(C)=NOCC(=O)Nn1c(COc2c(C)cccc2C)nc2ccccc2c1=O
  0.8	6	-3	0	-0.6	-0.4	-2	2	4	5
#30 O=C1Cc2ccccc2C(c2c(Cl)cccc2Cl)N1 (centres undefined)
  -0.4	-4	-4	1	2.3	-1.6	-4	-3	2	-13
#31 CC(=O)C12OC1CC1C3CCC4=CC(=O)CCC4(C)C3CCC12C (centres undefined)
  -1.1	4	-5	4	-0.3	-0.1	-4	1	6	8
#32 CCOC(=O)C1CCN(c2nc(C)nc3c2oc2ccccc23)CC1
  1.1	-3	12	1	-0.1	2.7	-1	8	3	-4
#33 CN1C(C(=O)NCc2ccco2)CC2Cn3c(nc4ccccc43)C21 (centres undefined)
  0.6	-13	1	-2	-0.2	-2.0	-5	3	-1	1
#34 Cc1ccc(C(=O)O)cc1NC(=O)CSc1nnc(-c2ccccc2F)n1C1CCCCC1
  -1.5	-1	-2	-2	0.1	-1.6	-2	3	2	-11
#35 COc1ccc(S(=O)(=O)Nc2ccc(S(=O)(=O)N(C)C)cc2)cc1[N+](=O)[O-]
  -0.4	-17	12	0	-1.0	-1.4	-9	10	-9	4
#36 CCOC(=O)c1c(NC(=O)CSc2nc3cccnc3n2C)sc(C(C)=O)c1C
  ·	2	-6	3	-0.1	1.4	-1	-16	0	-3
#37 CC(NC(=S)NNS(=O)(=O)c1cccc([N+](=O)[O-])c1)c1ccccc1 (centres undefined)
  -0.8	-9	-13	3	0.3	-1.0	-2	1	-20	-13
#38 CCn1c(C(=O)O)c(CC(=O)Nc2ccccc2F)c2ccccc21
  -0.5	-10	-13	0	0.3	-0.2	-4	0	0	-7
#39 Cc1cc(NC(=O)COC(=O)c2ccc(OC(F)(F)F)cc2)no1
  0.7	-15	-13	2	-0.4	-1.7	3	9	-1	3
#40 CC(C)CC1C(=O)N(Cc2cn(CCC3OCCO3)nn2)CCS(=O)(=O)N1Cc1ccc(-c2ccc(F)nc2)cc1 (centres undefined)
  0.1	-8	·	2	-1.4	1.3	-4	-2	4	-10
#41 Cc1ccccc1NC(=O)COc1ccc(S(=O)(=O)N2CCCC2)cc1C
  1.3	0	-10	0	0.0	-0.4	-5	2	1	5
#42 CC(C)CNS(=O)(=O)c1ccc(S(=O)(=O)N2CCN(C3CCCC3)CC2)cc1
  0.0	-10	-12	2	0.3	-1.8	-4	-2	4	16
#43 COc1ccc(NS(=O)(=O)c2cc(NC(=O)[C@H](C)NC(N)=O)ccc2N2CCCC2)cc1
  -0.4	0	-5	5	0.1	-0.9	-5	-20	0	-3
#44 COc1ccc(C2=CC(c3cc(OC)c(OC)c(OC)c3)NC(=S)N2)cc1 (centres undefined)
  0.8	-23	-5	3	-2.3	-0.3	-5	-3	-17	-31
#45 CC(=O)c1ccc(OCC(O)Cn2nnc3ccccc32)cc1 (centres undefined)
  -0.1	5	9	-2	-0.4	0.3	-13	-4	1	3
#46 Cc1ccc(C(=O)NC=C(Cl)Cl)cc1
  0.5	-4	-7	0	1.4	1.0	3	2	-1	2
#47 CCOc1cc(S(=O)(=O)NCc2ccc3c(c2)OCO3)ccc1F
  -0.4	-6	6	-2	-0.1	0.8	-1	2	-2	-4
#48 COc1ccc(OC)c(N2CC(O)=C(c3nc4ccccc4s3)C2=N)c1
  2.3	11	-4	-1	-0.5	1.8	-4	-1	-2	-2
#49 Cc1[nH]n(-c2ccccc2)c(=O)c1N=Nc1ccc(F)cc1
  0.7	-4	-5	0	-0.1	1.6	0	-1	-11	5
#50 COC(=O)[C@]12CCCCC=C1N(CCC1=CCCCC1)C(=O)[C@H](CC(=O)NCCc1ccccc1OC)C2
  -1.5	-6	·	·	-0.4	4.9	0	·	8	-8
#51 Cc1ccc(C)c(S(=O)(=O)c2c[nH]c(=S)[nH]c2=O)c1
  4.3	6	-7	0	-0.2	-1.7	6	0	-1	4
#52 CC1CCN=C(N)S1 (centres undefined)
  0.4	-6	-11	-2	-0.9	-2.1	-4	2	3	2
#53 O=C(CNS(=O)(=O)c1c(F)cc(F)cc1Br)OCC(=O)N1CCCC1=O
  0.9	1	5	0	0.1	-0.6	-3	1	-2	-1
#54 CC(C)CC1(C(=O)NCCc2c[nH]c3ccccc23)C=CCN1C(=O)c1ccccc1 (centres undefined)
  2.3	3	-6	1	-0.3	-0.7	-2	-5	2	8
#55 Cc1cccc(C)c1NC(=O)CCCSc1nnc(-c2ccco2)n1-c1ccccc1
  -0.1	-10	-6	-2	-0.5	0.0	-3	-2	-1	17
#56 CCC(C(=O)NC1CCCC1)n1c(-c2ccncc2)nc2ccccc21 (centres undefined)
  0.6	·	·	·	-0.5	-1.3	·	·	2	1
#57 O=C(CCn1c(=S)oc2ccccc21)Nc1ccccc1F
  -0.4	-10	-7	-4	-0.6	-1.9	-2	-3	-3	3
#58 Cc1noc(C)c1S(=O)(=O)N1CCN(c2ccc(Cl)cc2)CC1
  -1.5	-4	-3	2	0.5	0.2	-4	2	2	6
#59 COc1ccc(/C(C)=N\NC(=O)c2ccc(-c3ccccc3)cc2)c(F)c1
  -0.1	-9	-6	-2	0.0	0.1	-1	4	4	9
#60 CCC(C)(C)NC(=O)CN(Cc1ccccc1)C(=O)CCC(=O)Nc1nccs1
  0.6	11	3	-2	-0.7	-0.6	-8	3	0	8
#61 COc1ccc(-n2nnnc2SCC(=O)Nc2cc(OC)c([N+](=O)[O-])cc2C)cc1
  0.0	1	-3	0	0.1	1.6	-5	12	-8	-3

Bioassay records: PubChem, several laboratories
